Bioassay records: PubChem, several laboratories
Diaphorase act: compounds boosting diaphorase resazurin reduction – biochemical, uHTS, resorufin fluorescence, counter-screen for diaphorase-coupled primary assays, primary screen; activation factor at 20 µM; Diaphorase/resazurin coupled assay, 16 min; stronger effect = higher value; 1 = vehicle wells, 0 = NADH-free wells; 190,000 compounds, 0.005% hits;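 active = diaphorase activity raised at least twofold by the compound at 20 µM; inactive = activation factor below 2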
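Assay system: Purified diaphorase enzyme from Clostridium kluyveri | Amount: Enzyme 0.07 U/mL final | Dosing: Compound 20 µM once, DMSO 1% | Timing: 16 min reaction at room temperature | Detection: Fluorescence, excitation 544 nm and emission 590 nm | Evaluation: Higher resorufin formation from activation or reduction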
Diaph inh CS: diaphorase inhibitors and chemical oxidizers, primary screen, counter-screen for diaphorase-coupled primary assays, biochemical, uHTS, resorufin fluorescence; diaphorase resazurin-to-resorufin fluorescence, NADH, 16 min; bacterial (C. kluyveri) enzyme, not human; inhibition, % at 20 µM; 190,000 compounds, 0.69% hits; AID 1217, 2008;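 active = primary screen inhibition at 20 µM above a set limit, cut at about 50% in these data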;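 note: plate controls were DMSO with full reaction for no effect and wells lacking NADH for full effect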
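System: Bacterial diaphorase enzyme (C. kluyveri) | Incubation: 16-min room-temperature incubation before reading | Benchmarks: No-NADH positive control and DMSO neutral control | Measured by: Resorufin fluorescence 544/590 nm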
TLR4 MyD88 comp: inhibitors of TLR4-MyD88 association in cells, primary screen, cell-based, HeLa CL3-4, BLA complementation, FRET ratio; HeLa CL3-4 TLR4/MyD88 BLA complementation; inhibition, % at 8.4 µM; 200,000 compounds, 0.18% hits; in the data active = inhibition above about 25%;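 note: 0% = vehicle and 100% = reference inhibitor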
Target sequence (O00206 whole entry, looked up): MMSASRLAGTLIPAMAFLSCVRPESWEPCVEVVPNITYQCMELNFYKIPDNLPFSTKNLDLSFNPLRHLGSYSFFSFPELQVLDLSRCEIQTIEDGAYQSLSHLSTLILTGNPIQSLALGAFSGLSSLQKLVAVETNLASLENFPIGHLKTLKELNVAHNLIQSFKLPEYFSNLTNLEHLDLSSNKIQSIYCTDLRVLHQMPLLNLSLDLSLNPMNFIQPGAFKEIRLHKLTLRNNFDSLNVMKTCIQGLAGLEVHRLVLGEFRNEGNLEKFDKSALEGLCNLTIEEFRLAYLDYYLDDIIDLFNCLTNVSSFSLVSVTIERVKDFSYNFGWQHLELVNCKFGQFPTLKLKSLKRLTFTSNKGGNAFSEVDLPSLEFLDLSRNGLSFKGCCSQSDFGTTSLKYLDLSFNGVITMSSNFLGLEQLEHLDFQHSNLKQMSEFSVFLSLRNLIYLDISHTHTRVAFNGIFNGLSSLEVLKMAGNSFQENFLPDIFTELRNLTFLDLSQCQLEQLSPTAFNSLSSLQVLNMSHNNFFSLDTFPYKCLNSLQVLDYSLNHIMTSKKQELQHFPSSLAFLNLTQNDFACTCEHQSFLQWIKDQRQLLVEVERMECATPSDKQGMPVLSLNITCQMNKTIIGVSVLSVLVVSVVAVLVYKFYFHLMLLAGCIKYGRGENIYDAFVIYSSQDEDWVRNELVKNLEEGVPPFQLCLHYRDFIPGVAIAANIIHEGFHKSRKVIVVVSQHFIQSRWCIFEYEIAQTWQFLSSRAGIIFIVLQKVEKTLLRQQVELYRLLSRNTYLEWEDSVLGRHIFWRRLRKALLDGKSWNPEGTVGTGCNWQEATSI
Target sequence (Q99836 whole entry, looked up): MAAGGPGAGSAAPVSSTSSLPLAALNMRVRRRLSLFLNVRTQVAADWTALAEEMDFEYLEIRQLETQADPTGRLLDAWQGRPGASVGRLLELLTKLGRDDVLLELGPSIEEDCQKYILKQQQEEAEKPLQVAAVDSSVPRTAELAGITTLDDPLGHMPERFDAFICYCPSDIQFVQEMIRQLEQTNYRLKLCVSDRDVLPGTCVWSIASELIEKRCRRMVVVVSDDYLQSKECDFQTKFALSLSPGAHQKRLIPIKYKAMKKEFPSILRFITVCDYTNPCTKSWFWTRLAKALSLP
Hsp70 activator: Hsp70 transcriptional activators, primary screen, cell-based, HeLa, Hsp70 promoter luciferase, luminescence, 10 µM | HeLa Hsp70 promoter luciferase reporter; scaled: vehicle 0, proteasome-inhibitor control 100% | activation, % at 10 µM | 200,000 compounds, 0.04% hits;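 active = activation above the mean across all tested compounds plus 3 SD, cutoff set per campaign, cut at about 5.5% in these data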;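 note: 100% = MG132 at 30 µM as the positive control and 0% = DMSO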
APP transl inh: inhibitors of APP translation via 5'UTR reporter, primary screen, APP 5'UTR luciferase, SH-SY5Y cells. SH-SY5Y APP 5'UTR-luciferase reporter, luminescence. inhibition, % at 2 µM. 190,000 compounds, 0.82% hits;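 active = inhibition above a set limit, derived from the sample mean plus 3 SD, cut at about 45% in these data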; note: values of inactives mirror those of a sister screen read the other way
STAT3 blocker: IL-6 driven STAT3 reporter inhibitors, primary screen, U3A cells, luciferase, luminescence, MLSCN library; inhibition, % at 5.5 µM; AID 862, 2007; 190,000 compounds, 0.89% hits; IL-6 STAT3-luciferase reporter; host cell line lacks STAT1;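 active = inhibition above the mean inhibition across all screened compounds plus 3 SD, cut at about 44% in these data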;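 note: 0% = DMSO only wells and 100% = 100 µM nifuroxazide control wells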
STAT1 blocker: STAT1 signaling inhibitors, primary screen, cell-based, HTS, luciferase reporter. 200,000 compounds, 0.35% hits. inhibition, % at 5.5 µM. NIH 3T3 STAT1-luciferase reporter, IFN-gamma, luminescence;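 active = inhibition above a set limit, the mean inhibition across all tested compounds plus 3 SD, cut at about 34% in these data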;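 note: 0% = IFN-gamma with DMSO and 100% = IFN-gamma with 300 µM nifuroxazide; values of inactives mirror those of a sister screen read the other way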
G6PDH CS: L. mesenteroides G6PDH inhibitors, counter-screen for G6PDH-coupled screening assays, biochemical, Leuconostoc mesenteroides enzyme | glucose-6-phosphate dehydrogenase [Leuconostoc mesenteroides] | Purified L. mesenteroides G6PDH, diaphorase/resazurin coupled fluorescence, 45 min | inhibition, % at 5 µM | 200,000 compounds, 0.12% hits | AID 1020, 2008; in the data active = inhibition above about 50%
STAT1 activator: STAT1 signaling activators, primary screen, cell-based, HTS, luciferase reporter | NIH 3T3 STAT1-luciferase reporter, IFN-gamma, luminescence; 100% = IFN-gamma alone, no compound | activation (% of control), % at 5.5 µM | 200,000 compounds, 2.6% hits | AID 932, 2007;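 active = activation above the screen-wide mean activation plus 3 SD, cut at about 130% in these data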;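 note: raw ratio to IFN-gamma control signal so 100% means no change and 0% no light; values of inactives mirror those of a sister screen read the other way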
STAT3 activator: IL-6 driven STAT3 reporter potentiators, primary screen, U3A cells, luciferase, luminescence, MLSCN library. activation (% of control), % at 5.6 µM. IL-6 STAT3-luciferase reporter; 100% = signal with IL-6 EC80 alone. 190,000 compounds, 0.91% hits;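 active = activation above the screen-wide mean of compound activation plus 3 SD, cut at about 130% in these data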;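 note: 0% = background luminescence of wells with medium and substrate only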
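System – human U3A cells carrying STAT3-luciferase construct · Probe or stimulus – Interleukin-6, 33 ng/mL · Schedule – compound 1 h, then IL-6 6 h at 37 °C · Signal – luminescence from STAT3-driven luciferase reporter · Evaluation – percent of IL-6-only median luminescence · Benchmarks – IL-6-only high control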
An asterisk follows results filed as active; / = no result given; & = joins results of further samples.

SMILES | Diaphorase act | Diaph inh CS | TLR4 MyD88 comp | Hsp70 activator | APP transl inh | STAT3 blocker | STAT1 blocker | G6PDH CS | STAT1 activator | STAT3 activator
COc1cc(C=C2C(=O)NC(=O)NC2=O)ccc1OCc1ccc([N+](=O)[O-])cc1 | 0.9 | 7 | -10 | 0.5 | -2 | 3 | -57 | 1 | 152* | 99
CC1CCC[C@H](O)CCCCCc2cc(O)cc(O)c2C(=O)O1 (stereo partly specified) | 0.7&0.9 | 29&11 | 4 | -0.1&0.0 | 4 | 15 | 4 | 7&-5 | 96 | 89
CC(C)CCP(=O)(O)c1ccccc1 | 1 | 3 | -6 | -0.1 | / | -4 | 7 | 13 | 86 | 103
Cc1cccn2c(NCC3CCCO3)c(C(C)C)nc12 (stereo unspecified) | 0.9 | 12 | 0 | -0.3 | -6 | 3 | 4 | 3 | 95 | 101
O=c1[nH]c(=O)n(Cc2ccccc2)c(O)c1C=NCCN1CCOCC1 | 1 | 3 | 2 | -0.1 | -1 | 8 | 0 | 8 | 99 | 99
CCN1CCN(Cc2cc(Br)cc(Br)c2O)CC1 | 1 | 2 | -10 | 0.4 | 8 | 10 | -7 | 3 | 106 | 95
Cc1ccc2nc(N3CCN(C)CC3)[nH]c2c1 | 0.8 | 16 | 16 | 0.0 | -15 | -15 | -36 | 8 | 133* | 117
N#CC(C#N)=Cc1cccnc1 | 0.9 | 9 | 10 | -0.1 | 3 | 5 | -4 | 11 | 104 | 103
CCOC(=O)C1=C(NC(=S)NC(=O)c2ccccc2)c2ccccc2CC12CCCC2 | 0.7 | 25 | 0 | -0.5 | 3 | -11 | -6 | -4 | 106 | 113
CCc1ccc(N2C(=O)NC(=O)/C(=C\c3cccn3CCOc3ccc(C(C)C)cc3)C2=O)cc1 | 1 | -4 | -5 | 0.0 | -54 | 18 | -16 | 5 | 115 | 85
O=C(c1c[nH]cc1-c1ccccc1)c1cccc2ccccc12 | 0.8 | 24 | 2 | -0.5 | -20 | 6 | 7 | 2 | 93 | 99
Cc1nn(-c2ccccc2)c2c1C(c1ccc3c(c1)OCO3)SCC(=O)N2 (stereo unspecified) | 1.1 | -5 | -16 | -0.1 | -8 | -1 | 6 | 4 | 96 | 101
COc1ccc(Oc2cc(NC(=O)c3nn(C)cc3[N+](=O)[O-])cc([N+](=O)[O-])c2)cc1 | 0.8 | 22 | 6 | 3.5 | 95* | 25 | 28 | 0 | 74 | 78
O=C(c1ccccc1)C(CN1CCCC1)c1ccccc1 (stereo unspecified) | 1 | -3 | 3 | -0.1 | 92* | 22 | 31 | 3 | 73 | 84
Cc1ccc(-n2c(-c3ccc([N+](=O)[O-])cc3)nc3ccccc3c2=O)cc1 | 0.9 | 11 | 2 | -0.4 | 4 | -10 | 7 | -14 | 93 | 104
Cc1ccccc1CN1CCN(c2ccc(Cl)cc2)CC1 | 0.8 | 23 | 6 | -0.1 | 4 | 8 | -9 | 1 | 109 | 93
Cc1ccccc1NC1=NCC(C)S1 (stereo unspecified) | 0.9 | 11 | 12 | -0.3 | 6 | -6 | 0 | 3 | 101 | 111
CCCC(=O)C1C(=O)NC(=O)NC1=O | 1 | 1 | 0 | -0.5 | / | 6 | -2 | 5 | 102 | 100
COc1ccc(-n2c(O)c(C(C)=NCc3ccco3)c(=O)[nH]c2=O)cc1 | 0.9 | 12 | 1 | -0.1 | 1 | 23 | -3 | 13 | 102 | 83
O=C1CC(N2CC=C(c3ccc(F)cc3)CC2)C(=O)N1c1ccc(F)cc1 (stereo unspecified) | 0.8 | 18 | -14 | -0.3 | -8 | 8 | 6 | 5 | 94 | 96
O=C(CN1CC(c2ccccc2)CC1=O)Nc1ccc(F)cc1 (stereo unspecified) | 0.8 | 19 | -11 | -0.3 | -6 | -4 | 3 | 1 | 98 | 103
CSCCC(N=Cc1c(O)n(-c2ccc(F)cc2)c(=O)[nH]c1=O)C(=O)OC(C)(C)C (stereo unspecified) | 0.8 | 22 | 9 | -0.1 | -7 | 7 | 0 | 14 | 100 | 98
CNCCCc1ccccc1 | 1 | 2 | 7 | -0.1 | -2 | 4 | -14 | 14 | 113 | 100
COc1ccc(CC2C(=O)N(C)C(=O)N(C)C2=O)c(OC)c1 | 1 | 5 | -2 | -0.1 | 6 | 5 | 0 | -6 | 101 | 99
O=C(c1cccc(C(F)(F)F)c1)C1CCCN(Cc2ncc[nH]2)C1 (stereo unspecified) | 0.9 | 6 | -3 | 0.1 | -4 | 3 | -1 | 4 | 99 | 100
Next part
SMILES | Diaphorase act | Diaph inh CS | TLR4 MyD88 comp | Hsp70 activator | APP transl inh | STAT3 blocker | STAT1 blocker | G6PDH CS | STAT1 activator | STAT3 activator
CCCCn1c(O)c(C(CC)=NCc2ccc(F)cc2)c(=O)[nH]c1=O | 0.8 | 15 | -12 | 0.1 | -5 | 3 | 2 | 4 | 98 | 101
COc1ccc(O)c(CN2CCCC(C(=O)c3sccc3C)C2)c1 (stereo unspecified) | 0.7 | 26 | -3 | 0.3 | -12 | 4 | -2 | 18 | 100 | 103
O=C(COC(=O)Cc1ccccc1)Nc1ncc(Cl)cc1Cl | 1 | 2 | -9 | -0.1 | -22 | -2 | -1 | 2 | 101 | 103
NCCNc1ccc([N+](=O)[O-])c2cccnc12 | 1 | 1 | 17 | -0.5 | -4 | -8 | -11 | 19 | 111 | 109
COc1ccccc1NC1=NCCS1 | 1 | 4 | -9 | -0.1 | -23 | 9 | 3 | 5 | 97 | 94
CCOc1cccc(CNC2CN3CCC2CC3)c1 (stereo unspecified) | 0.9 | 6 | 3 | -0.5 | 6 | -2 | -6 | 2 | 106 | 102
Clc1cccc(Cl)c1CN1CCN(c2ccccc2)CC1 | 0.9 | 13 | 10 | 0.0 | 4 | -6 | -6 | 2 | 105 | 103
CSc1ccc(C(c2c(O)c3ccccc3oc2=O)c2c(C)n(C)n(-c3ccccc3)c2=O)cc1 (stereo unspecified) | 1 | -4 | 7 | -0.2 | 5 | 13 | 5 | 1 | 94 | 98
CC(C)NCC(O)c1ccc(C2CCCC2)cc1 (stereo unspecified) | 1 | 1 | -7 | -0.2 | -5 | -1 | -5 | 10 | 104 | 104
CCOC(=O)c1c(C)n(Cc2ccc3c(c2)OCO3)c2ccc(O)cc12 | 0.7 | 27 | 8 | 0.0 | 8 | 3 | -9 | 0 | 109 | 101
N#CC1(c2ccccc2)CCN(C2CC(=O)N(c3cccc(F)c3)C2=O)CC1 (stereo unspecified) | 0.9 | 12 | -17 | -0.2 | 2 | 13 | -3 | 12 | 101 | 93
O=C(c1ccc2c(=O)n(Cc3ccc4c(c3)OCO4)c(=S)[nH]c2c1)N1CCC2(CC1)OCCO2 | 0.8 | 17 | 12 | -0.1 | 3 | 10 | 14 | -1 | 87 | 95
Cc1ccc2c(c1)C1CN(C)CCC1N2C(=O)COc1ccc(S(=O)(=O)N2CCOCC2)cc1 (stereo unspecified) | 0.8 | 16 | -8 | -0.3 | -1 | 2 | 2 | 9 | 98 | 103
O=C(c1ccc(Cl)cc1)C1CCCN(Cc2ccc3c(c2)OCCO3)C1 (stereo unspecified) | 0.9 | 9 | -5 | -0.3 | 18 | 2 | 3 | 12 | 95 | 101
CN1CCN(Cc2cn3cccnc3n2)CC1 | 1 | -1 | -9 | 0.0 | 8 | 2 | -8 | 8 | 105 | 102
CCC(=O)c1cn(Cc2ccc(C#N)cc2)c2ccccc12 | 0.8 | 20 | 0 | -0.3 | 2 | -5 | 4 | 8 | 97 | 104
Cc1ccc(CN(Cc2ccccc2)C(=S)NCC(=O)N2CCC3(CC2)OCCO3)o1 | 0.9 | 14 | -9 | 0.0 | -7 | 19 | 15 | 4 | 86 | 91

Full records as entered above. Screens in order: Diaphorase act	Diaph inh CS	TLR4 MyD88 comp	Hsp70 activator	APP transl inh	STAT3 blocker	STAT1 blocker	G6PDH CS	STAT1 activator	STAT3 activator
O=C(c1ccc2c(=O)n(Cc3ccc4c(c3)OCO4)c(=S)[nH]c2c1)N1CCC2(CC1)OCCO2 as listed: 0.8	17	12	-0.1	3	10	14	-1	87	95
CC(C)NCC(O)c1ccc(C2CCCC2)cc1 (stereo unspecified) as listed: 1	1	-7	-0.2	-5	-1	-5	10	104	104
Cc1cccn2c(NCC3CCCO3)c(C(C)C)nc12 (stereo unspecified) as listed: 0.9	12	0	-0.3	-6	3	4	3	95	101

Quoted from the results shown (5 entries):
SMILES | Diaphorase act | Diaph inh CS | TLR4 MyD88 comp | Hsp70 activator | APP transl inh | STAT3 blocker | STAT1 blocker | G6PDH CS | STAT1 activator | STAT3 activator
O=C(c1ccccc1)C(CN1CCCC1)c1ccccc1 (stereo unspecified) | 1 | -3 | 3 | -0.1 | 92* | 22 | 31 | 3 | 73 | 84
Cc1ccc(-n2c(-c3ccc([N+](=O)[O-])cc3)nc3ccccc3c2=O)cc1 | 0.9 | 11 | 2 | -0.4 | 4 | -10 | 7 | -14 | 93 | 104
Cc1ccccc1CN1CCN(c2ccc(Cl)cc2)CC1 | 0.8 | 23 | 6 | -0.1 | 4 | 8 | -9 | 1 | 109 | 93
Cc1ccccc1NC1=NCC(C)S1 (stereo unspecified) | 0.9 | 11 | 12 | -0.3 | 6 | -6 | 0 | 3 | 101 | 111
CCCC(=O)C1C(=O)NC(=O)NC1=O | 1 | 1 | 0 | -0.5 | / | 6 | -2 | 5 | 102 | 100

The list is partial; count on the stated rates, not on these rows.
